hgDAF-12 ag: H. glycines DAF-12 receptor agonists, primary screen, cell-based, luminescence, HEK293, GAL4 fusion, UAS-luciferase; Nuclear hormone receptor DAF-12 (Heterodera glycines), GAL4 fusion; HEK293 GAL4-hgDAF12 UAS-luciferase reporter, agonist luminescence; normalized to butyrate control; activation, % at 6.8 µM; 1.8% of 370,000 active; AID 687014, 2013;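 active = activation above a cutoff set at the mean of all screened compounds plus 3 SD, cut at about 10% in these data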;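 note: 0% = DMSO wells and 100% = sodium butyrate wells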
MBD2 DNA inh: inhibitors of MBD2 binding to methylated DNA, primary screen, biochemical, TR-FRET, DNA-binding domain, human; inhibition, % at 4.4 µM; 0.31% of 370,000 active; Methyl-CpG-binding domain protein 2 (Homo sapiens), Q9UBB5; AID 686964, 2013; MBD2 binding to methylated oligonucleotide; in the data active = inhibition above about 13%
DAX1 inh-1: DAX1 (NR0B1) inhibitors on StAR promoter, primary screen, cell-based, luminescence, SF-1 (NR5A1), full-length DAX-1; HEK293T StAR-luciferase reporter, SF-1/DAX-1 repression relief; inhibition, % at 6.8 µM; 1.1% of 370,000 active; AID 652010, 2013;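 active = inhibition above the mean over all tested compounds plus 3 SD, cut at about 3.6% in these data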;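 note: 0% = DAX-1 cells with DMSO and 100% = cells lacking DAX-1 with DMSO; higher inhibition means more luminescence from relief of DAX-1 repression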
ssDAF-12 act: S. stercoralis DAF-12 nuclear receptor activators, primary screen, cell-based, luminescence, HEK293, GRIP1 co-expression, lit1-tk-luc. Nuclear hormone receptor DAF-12 (Strongyloides stercoralis). activation, % at 6.8 µM. HEK293 ssDAF-12/GRIP1 lit1-tk-luc reporter; % of 3 µM dafachronic acid response. 1% of 370,000 active;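 active = activation above the mean over all tested compounds plus 3 SD, cut at about 0.9% in these data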;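 note: 0% = DMSO-only wells and 100% = 3 µM delta7-dafachronic acid wells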
PLCb3 inh: human PLC-beta3 inhibitors, primary screen, biochemical, fluorescence. Purified PLC-beta3, fluorogenic substrate. inhibition, % at 12.2 µM. 0.18% of 370,000 active. AID 720704, 2013; in the data active = inhibition above about 11%;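 note: 0% = median of compound wells on plate and 100% = full blocker control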
Target sequence (Q01970 whole entry, looked up): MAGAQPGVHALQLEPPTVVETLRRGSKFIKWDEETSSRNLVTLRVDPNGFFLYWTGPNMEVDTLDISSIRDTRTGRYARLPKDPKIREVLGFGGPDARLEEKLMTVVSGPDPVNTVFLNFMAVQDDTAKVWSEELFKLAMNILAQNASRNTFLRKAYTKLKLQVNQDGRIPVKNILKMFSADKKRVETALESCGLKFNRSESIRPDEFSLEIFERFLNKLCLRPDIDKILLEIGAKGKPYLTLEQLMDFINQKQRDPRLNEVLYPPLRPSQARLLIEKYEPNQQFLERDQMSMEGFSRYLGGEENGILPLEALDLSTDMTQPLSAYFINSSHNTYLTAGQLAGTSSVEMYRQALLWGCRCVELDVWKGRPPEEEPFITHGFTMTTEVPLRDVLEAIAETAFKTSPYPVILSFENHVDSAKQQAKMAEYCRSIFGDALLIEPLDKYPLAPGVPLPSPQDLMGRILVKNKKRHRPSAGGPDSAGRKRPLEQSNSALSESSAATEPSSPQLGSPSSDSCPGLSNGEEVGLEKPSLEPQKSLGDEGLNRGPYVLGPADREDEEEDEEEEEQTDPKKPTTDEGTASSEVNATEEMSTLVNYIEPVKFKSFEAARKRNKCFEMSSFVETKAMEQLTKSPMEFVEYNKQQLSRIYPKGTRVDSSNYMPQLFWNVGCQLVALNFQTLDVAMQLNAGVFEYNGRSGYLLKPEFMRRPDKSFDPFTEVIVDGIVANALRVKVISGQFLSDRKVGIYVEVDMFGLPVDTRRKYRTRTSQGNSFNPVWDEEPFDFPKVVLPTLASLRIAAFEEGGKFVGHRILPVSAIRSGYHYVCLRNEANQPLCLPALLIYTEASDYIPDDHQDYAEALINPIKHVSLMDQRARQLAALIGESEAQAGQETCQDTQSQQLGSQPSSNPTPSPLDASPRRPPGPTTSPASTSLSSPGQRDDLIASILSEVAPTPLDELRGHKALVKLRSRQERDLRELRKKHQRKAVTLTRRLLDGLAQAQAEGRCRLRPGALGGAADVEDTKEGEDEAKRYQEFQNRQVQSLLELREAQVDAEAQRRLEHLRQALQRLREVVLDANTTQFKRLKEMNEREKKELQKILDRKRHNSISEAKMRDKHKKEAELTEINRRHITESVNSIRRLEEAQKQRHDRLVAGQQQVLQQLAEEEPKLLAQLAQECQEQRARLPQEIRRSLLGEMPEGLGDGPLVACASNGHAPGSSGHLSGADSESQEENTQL
PLCg1 inh: PLC-gamma1 enzyme inhibitors, primary screen, biochemical, fluorescence, purified enzyme. fluorogenic substrate. 1-phosphatidylinositol 4,5-bisphosphate phosphodiesterase gamma-1 (Homo sapiens), P19174. inhibition, % at 12.2 µM. 0.84% of 370,000 active; in the data active = inhibition above about 9.5%
DAX1 inh-2: DAX1 (NR0B1) inhibitors, primary screen, cell-based, HEK293, Gal4-DAX1, luciferase luminescence; Nuclear receptor subfamily 0 group B member 1 (Homo sapiens), P51843; HEK293 Gal4-DAX1 luciferase reporter; inhibition, % at 6.75 µM; 0.99% of 340,000 active; AID 504766, 2011;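 active = inhibition above the mean over all tested compounds plus 3 SD, cut at about 4.2% in these data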;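 note: 0% = DAX1-transfected cells with DMSO and 100% = empty-vector control cells with DMSO; inhibition shows as a rise in luminescence from relieved DAX1 repression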
hcDAF12 agonist: H. contortus DAF-12 nuclear receptor activators, primary screen, cell-based, luminescence, HEK293, lit1-tk-luc reporter; HEK293 hcDAF-12 lit1-tk-luc reporter; 0% DMSO, 100% Δ7-dafachronic acid; activation, % at 6.8 µM; 1.4% of 370,000 active; AID 652067, 2013;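 active = activation above the mean of all tested compounds plus 3 SD, cut at about 5.5% in these data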;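 note: 100% = response to 3 µM Δ7-dafachronic acid high control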
SMARCA2 act: SMARCA2 (BRM) function activators, primary screen, cell-based, luminescence, high throughput | MG213 cells, MMTV-luciferase reporter, dexamethasone, overnight | activation, % at 9.1 µM | 1% of 370,000 active; in the data active = activation above about 7.8%;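 note: 0% = vehicle wells and 100% = reference activator wells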
NR1D1 modulator: modulators of Rev-erb alpha DNA binding, primary screen, biochemical, FITC-DNA, fluorescence polarization, uHTS. Nuclear receptor subfamily 1 group D member 1 (Homo sapiens), P20393. Rev-erbα–FITC-DNA binding, 90 min. activity, % at 10 µM. 0.79% of 370,000 active. AID 1259318, 2017;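 active = activity above about 14%, limit read from the data; passing the limit was not always enough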;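 note: 0% = DMSO wells with 35 nM protein and 100% = DMSO wells with 750 nM protein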
ADAM17 inh: ADAM17 inhibitors, primary screen, biochemical, QFRET. 0.83% of 370,000 active. AID 720648, 2013. recombinant ADAM17, EDANS/DABCYL FRET peptide cleavage. inhibition, % at 6.95 µM;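 active = inhibition above the mean of compounds lying between control limits plus 3 SD, set per campaign, cut at about 8.5% in these data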;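 note: 0% = DMSO-only wells as the low control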
Starred values were filed as active, the others as inactive; . = not tested or not shown.

Fields – hgDAF-12 ag, MBD2 DNA inh, DAX1 inh-1, ssDAF-12 act, PLCb3 inh, PLCg1 inh, DAX1 inh-2, hcDAF12 agonist, SMARCA2 act, NR1D1 modulator, ADAM17 inh
#1 CCOc1ccc(S(=O)(=O)N(CC)CC)cc1N
  1.1, 4, 0.4, -1.1, 6, 4, 0.4, -1.5, -4, 2, 2
#2 CCCNC(=O)c1ccc(N2CCC3(CC2)CC(c2ccccc2)=NO3)c(NC(=O)c2ccccc2)c1
  -3.5, -3, -0.8, -1.6, 0, 0, 0.1, -1.7, 1, 3, 1
#3 CC(=O)Nc1cccc(-c2csc(Nc3cccc(C)n3)n2)c1
  17*, -4, 4.7*, 0.8, -3, 4, 4.3*, 6.6*, 3, 7, 4
#4 Cc1cc(NC(=O)C(Cl)Cl)cc2c1OCO2
  -1.6, 3, -1.7, -0.8, -1, 2, -1.6, 0.3, 2, -2, 3
#5 O=C(COC(=O)C1(c2ccccc2F)CCCC1)NCc1ccc2c(c1)OCO2
  -3.9, 2, -0.5, -1.9, -2, 1, -0.9, -0.9, -4, 6, 1
#6 O=C(N/N=C/c1ccc(-c2ccccc2Cl)o1)c1ccccc1
  2.9, 1, 0.4, -1.4, -39, -38, 2.1, 0.1, 4, 1, -20
#7 CCCCn1c(SCC(=O)Nc2cc(C(F)(F)F)ccc2Cl)nnc1C(CC)N(C)C (stereo not drawn)
  0.5, 4, 0.7, -1.5, -1, -3, -1.0, -0.3, 0, -4, -3
#8 Cc1cccc(-c2nc(CSCC(=O)NCCCN3CCOCC3)c(C)o2)c1
  -0.5, 2, -0.2, -1.3, -3, 4, -0.3, 0.6, -4, 0, -6
#9 Cc1c(C(=O)Nc2nc3ccccc3[nH]2)oc2ccccc12
  21*, 3, 5.7*, 3.8*, -50, -54, 2.3, 24*, 4, 4, -4
#10 c1ccc(Oc2cccc(OCCn3cncn3)c2)cc1
  -0.8, 1, 0.1, -1.1, 5, 3, -1.1, -1.7, -2, 4, 5
#11 O=C(O)CCCn1cc(NC(=O)c2cccc(F)c2)cn1
  -0.6, 1, 0.8, -1.0, -6, 0, 0.7, -0.8, -2, 0, 0
#12 Cc1sc(N2C(=O)C3C4C=CC(C4)C3C2=O)c(C#N)c1C (stereo not drawn)
  -0.2, 0, 0.7, -1.2, 3, 4, 1.2, -1.9, -1, 8, 3
#13 Nn1c(Cc2cccc3ccccc23)nnc1SCC(=O)NCC1CCCO1 (stereo not drawn)
  1.6, -6, -0.6, -0.4, -2, 0, -0.5, 0.8, -2, 5, -1
#14 Cc1ccccc1C(=O)N1CCC(C(=O)N(C)CC(=O)Nc2cccc(F)c2)CC1
  4.2, 4, -1.0, -1.4, -8, 0, 1.3, -1.9, -1, -4, -3
#15 CCc1cccc(NS(=O)(=O)c2ccc3c(c2)N(C)CCO3)c1
  -6.3, 0, -5.5, -1.6, -6, 4, -0.6, -4.2, -3, 2, 5
#16 Cc1nc2nc[nH]n2c(=O)c1CCOC(=O)c1c(F)cccc1F
  -4.0, 6, -0.3, -1.8, -2, 0, -0.8, -0.8, -6, 4, -1
#17 COc1ccccc1NC(=O)CSc1nnc(Cc2cccs2)n1C
  -1.4, -1, -1.9, -0.8, -6, -1, 0.5, -0.2, 2, -1, -5
#18 Cc1c(C(=O)OCC(=O)N(C)Cc2ccc(Cl)cc2)oc2ccccc12
  -2.4, -5, 2.6, -1.4, -2, 5, 0.1, -1.3, -4, 10, 7
#19 OCc1ccccc1SSc1ccccc1CO
  2.0, 10, -0.7, -0.9, -6, 6, ., 2.5, 1, -2, -4
#20 O=C(Nc1cccc(Cl)c1)OCCN1CCCC12CCC(c1ccccc1)CC2 (stereo not drawn)
  3.1, -4, ., -2.0, -3, -3, ., -1.7, ., -1, 1
#21 CCOCCCNS(=O)(=O)c1ccc(NC(=O)c2ccc([N+](=O)[O-])cc2Cl)cc1
  -4.5, 1, -1.0, -1.8, 2, 1, -1.8, -1.6, 0, 3, 1
#22 O=C(NCCN1C(=O)S/C(=C\c2cccnc2)C1=O)C1=NN(c2ccccc2)C(=O)CC1
  1.3, -5, 0.0, -1.5, 3, 2, 0.4, 3.0, 5, -4, 1
#23 O=C(NNC(=O)c1ccc([N+](=O)[O-])cc1C(=O)O)c1ccncc1
  -0.2, 1, -0.3, -0.8, -7, 0, 0.9, 0.4, 0, -1, -4
#24 O=C(OCC1OC(n2ccc(=O)[nH]c2=O)C(O)C1OC(=O)c1ccccc1)c1ccccc1 (stereo not drawn)
  -1.5, -2, 0.7, -0.1, 4, 8, 1.7, 2.5, -5, 0, 7
#25 COc1ccc(CCNC(=O)C2CCN(S(=O)(=O)c3ccc(C)cc3)CC2)cc1
  -0.5, -2, -0.3, -0.8, 0, 3, 1.1, -1.2, -3, 6, 1
#26 O=C(C[n+]1cccc2ccccc21)c1ccc(NC(=O)c2ccccc2)cc1
  -0.7, 2, -0.8, -0.4, -19, -27, 0.2, 2.7, -2, -7, -2
#27 Cc1ccnc2nc(C(=O)NCCc3ccc(F)cc3)nn12
  0.4, -3, 0.1, -1.3, 4, 3, -0.9, -1.7, 0, 4, -1
#28 Cc1cc(C)cc(OCC(=O)Nc2ccccc2C(=O)NCc2ccco2)c1
  0.9, -1, 0.9, -0.9, 0, 3, -0.1, -0.6, -1, 2, -2
#29 CSc1ccc(CCNC(=O)CCc2nnc3ccc(N4CCOCC4)nn23)cc1
  -0.4, 4, -1.1, -1.1, -5, -5, -0.1, -1.6, 1, -6, -5
#30 COc1ccc(C(=O)OCC(=O)NCCCc2ccccc2)cc1[N+](=O)[O-]
  0.3, 1, 0.1, -1.7, -8, -1, -0.1, -0.2, -2, -1, -5
#31 Cc1ccc(CCNC(=O)c2cc(S(=O)(=O)N3CCCC3)cn2C)cc1
  -1.4, -3, -0.1, -1.4, 3, 0, 1.1, -0.4, 0, 9, 0
#32 COc1cc(NC(=O)c2cc(-c3cccnc3)nc3ccc(Br)cc23)cc(OC)c1
  1.9, -2, -0.3, -1.2, -2, 1, 0.2, 1.6, 3, 31*, 0
#33 O=C1NC[C@H](CCCCN2C[C@H](Cc3ccc(O)cc3)N(CCc3ccccc3)C(=O)C2=O)N(CCC2CCCCC2)C1=O
  4.0, -1, 0.6, -1.2, 4, 2, ., -2.2, 8, -4, -1
#34 Cn1c(NNC(=O)CCC2CCCCC2)cc(=O)n(C)c1=O
  2.5, 1, -0.8, -1.0, 1, 1, 0.8, 0.1, 2, -1, -5
#35 CN(C(=O)COC(=O)c1ccc(Cl)c(S(=O)(=O)NCc2ccccc2)c1)C1CCS(=O)(=O)C1 (stereo not drawn)
  -1.2, -4, -0.8, -1.4, -5, 0, 0.1, -1.3, -1, -5, -1
#36 O=C(CCC(=O)OCC(=O)c1ccccc1)Nc1cccc(Cl)c1
  0.8, 1, 0.0, -1.3, -2, 0, -0.3, -1.0, -1, -3, -4
#37 CCCCCc1c(-c2cccc(Br)c2)ncn1CCc1ccccc1OC
  1.4, 4, -1.0, -1.1, 3, 3, ., -1.4, 0, 1, -1
#38 CCOc1ccccc1NC(=O)c1csc(C)c1C
  -0.2, -5, -0.9, -1.1, -8, 1, 0.7, -2.3, -2, 5, -3
#39 CC(Cc1ccccc1)NC(=O)CCNNC(=O)c1ccncc1 (stereo not drawn)
  -0.1, -5, -2.1, -1.1, 0, 0, 1.2, -0.7, -1, -3, -4
#40 CCOC(=O)c1ccc(NCc2cccnc2)cc1
  1.4, -3, 0.1, -0.9, 3, -2, 2.2, -1.2, 1, 4, -3
#41 CCOC(=O)C1C(=O)NC(c2ccccc2)=NC1c1ccc(O)c(OC)c1 (stereo not drawn)
  1.4, -3, -0.7, -0.7, 3, 7, -0.9, -0.4, 0, -6, -2
#42 CCn1ncc(CN2CCC(n3nccc3NC(=O)c3ccccc3Cl)CC2)c1C
  -0.4, 3, 0.5, -1.0, 1, 0, 1.3, 0.1, -1, 3, -1
#43 CCOC(=O)C1=C(O)/C(=C\c2ccc(CNC(=O)C(=O)Nc3ccccc3)o2)N=C1C
  1.0, 6, 0.5, -0.9, -36, -24, 0.2, 1.2, 0, -6, -1
#44 O=C(c1cccc(Cl)c1)C1CCCN(S(=O)(=O)c2ccccc2)C1 (stereo not drawn)
  -1.0, 4, -2.8, -1.4, 0, -1, -0.5, 2.8, -2, 2, 0
#45 Cc1cccn2c(=O)c3cc(S(=O)(=O)c4ccccc4)c(=N)n(Cc4ccco4)c3nc12
  -0.2, 3, 0.5, -1.8, -159, -105, 1.2, -1.8, 2, 1, -89
#46 COc1cc(C(NC(C)=O)NC(C)=O)ccc1OCc1ccccc1
  -4.0, -3, 0.0, -1.8, -4, 4, 1.6, 0.2, -1, 5, -1
#47 COCCNC(=S)N1CCc2cc(OC)c(OC)cc2C1COc1ccc(C(C)C)cc1 (stereo not drawn)
  1.3, 0, 0.0, -0.7, 2, 3, -0.4, -0.4, 3, 6, 2
#48 Cc1c(C#N)c2ccccc2n1CC(=O)N1CCCC1
  -1.5, 2, 0.0, -0.6, 4, 0, 2.0, 0.6, 2, -1, 0
#49 Cc1nc(-c2ccc3c(c2)OCCO3)cs1
  5.1, 1, 2.1, -0.9, 1, 1, 1.1, 1.9, 2, -1, 1
#50 O=C(Nc1nc2ccccc2s1)C1CCN(C(=O)c2ccco2)CC1
  -1.0, 2, -0.2, -1.1, -3, 0, -1.4, -2.2, -1, -2, 0
#51 O=C(c1ccco1)N1CCN(c2cccc(Cl)c2)CC1
  3.2, 2, 0.3, -1.5, -1, -1, 0.9, 0.8, 0, 4, -1
#52 COc1ccc(NC(=O)c2cc(CC(C)C)on2)cc1OC
  7.4, 0, 0.5, -0.2, -2, 1, 1.0, 0.1, -1, -1, -3
#53 COc1ccc(-c2cncc3nccn23)cc1OC
  -2.5, 0, -0.8, -1.1, -156, -121, ., -1.5, 2, 4, -25
#54 Cc1ccc(-c2nc(CS(=O)CC(=O)NCCCN3CCN(Cc4ccccc4)CC3)c(C)o2)cc1 (stereo not drawn)
  -5.5, 5, -0.9, -1.9, -10, 0, -1.5, -4.4, -4, 6, 1
#55 CC1CCC2(CC1)NC(=O)N(CC(=O)c1ccc3c(c1)OCO3)C2=O (stereo not drawn)
  1.8, 4, 0.1, 0.2, -6, 0, 0.0, 1.8, -1, 5, -8
#56 COc1cc(/C(=C/c2ccccc2)c2ccccc2)c2c(c1)oc1ccccc12
  0.0, 2, -0.2, -0.8, -15, -9, 0.1, -0.5, 0, -2, -6
#57 Cn1cccc1Cc1nnc(SCC(=O)NCc2ccccc2)n1-c1ccc(F)cc1
  0.2, 9, 0.3, -0.8, -47, -22, 0.4, 0.8, -3, 5, -5
